Compound activity as filed in PubChem BioAssay.
Bim-Bcl-W – human Bim-Bcl-W interaction inhibition; Q92843; bead-based flow cytometry, Bim peptide-Bcl-W binding; inhibition, % at 10 µM; 190,000 compounds, 0.02% hits;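 also: 0% = bound tracer without compound and 100% = peptide blocker; higher means less fluorescent Bim peptide bound to Bcl-W beads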
RGS8-Gao reg – regulators of human RGS8-Galphao interaction | multiplexed bead flow cytometry, RGS8-Galphao binding; actives lie on both sides | AID 1423 | response (percent of control binding), % at 10 µM | 220,000 compounds, 0.34% hits; in the data active = response below about 60% or above about 140%; inactive = in between;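 also: Galphao activated as the GDP aluminium fluoride complex binding bead-coupled RGS8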
Target sequence (P09471 whole entry, looked up): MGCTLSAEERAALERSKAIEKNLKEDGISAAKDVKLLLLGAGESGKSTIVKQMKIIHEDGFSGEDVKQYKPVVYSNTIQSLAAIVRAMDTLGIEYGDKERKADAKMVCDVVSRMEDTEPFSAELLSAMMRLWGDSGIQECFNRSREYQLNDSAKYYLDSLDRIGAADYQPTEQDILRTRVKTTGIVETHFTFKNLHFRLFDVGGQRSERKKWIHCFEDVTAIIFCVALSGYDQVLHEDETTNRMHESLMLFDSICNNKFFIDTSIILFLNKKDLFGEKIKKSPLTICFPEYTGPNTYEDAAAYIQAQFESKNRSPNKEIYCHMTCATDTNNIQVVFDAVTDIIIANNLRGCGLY
Mcl-1 Bim block – disrupts Bim peptide binding to human Mcl-1. Q07820. 190,000 compounds, 0.1% hits. AID 1009. Bead-based flow cytometry, Bim peptide-Mcl-1 binding. inhibition, % at 10 µM;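 also: 0% = no compound tracer wells and 100% = peptide blocker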
Target sequence (Q07820 whole entry, looked up): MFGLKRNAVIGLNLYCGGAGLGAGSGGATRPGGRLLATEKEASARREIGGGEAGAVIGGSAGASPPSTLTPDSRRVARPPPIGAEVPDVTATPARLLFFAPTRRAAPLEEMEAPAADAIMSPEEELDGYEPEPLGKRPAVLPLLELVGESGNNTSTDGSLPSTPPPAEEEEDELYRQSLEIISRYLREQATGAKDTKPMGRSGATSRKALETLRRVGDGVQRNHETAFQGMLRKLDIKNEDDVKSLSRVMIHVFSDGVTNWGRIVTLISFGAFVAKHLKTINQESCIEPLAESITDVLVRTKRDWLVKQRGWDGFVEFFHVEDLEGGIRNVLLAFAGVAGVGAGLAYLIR
Mcl1 Bid PPI – disrupts binding of human Mcl-1 to Bid peptide; Q07820; TR-FRET Mcl-1/Bid-Dy647 peptide binding, 1536-well; inhibition, % at 21.7 µM; 220,000 compounds, 0.97% hits;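 active = compounds that cut the binding signal by more than half at the single screening dose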;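 also: His-tagged Mcl-1 with europium anti-His antibody binding Bid BH3 peptide; 0% = Mcl-1 plus peptide wells and 100% = peptide-only wells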
GSH fluor – compound fluoresces at 488/530 nm on GSH beads; 190,000 compounds, 0.25% hits; fluorescence (KMESF) at 10 µM; GSH beads flow cytometry, compound fluorescence 488/530 nm; stronger effect = higher value; in the data active = fluorescence above about 89;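 also: glutathione beads carrying GST-tagged Bcl family fusion proteins plus one bare bead set; values are compound well signal with DMSO vehicle wells as background; inactives centre near 16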
RGS7-Gao reg – modulates binding of RGS7 to human Galphao. P09471. Multiplexed bead flow cytometry; actives lie on both sides. binding response (% of control), % at 10 µM. 220,000 compounds, 0.35% hits. AID 1439; in the data active = binding response below about 49% or above about 150%; inconclusive = no clear call, values can overlap the other calls; inactive = in between;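 also: fluorescent Galphao held in activated GDP-AlF4 state binding bead-coupled RGS7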
RGS4-Gao reg – modulates binding of RGS4 to human Galphao; P09471; Multiplexed bead flow cytometry; actives lie on both sides; binding response (% of control), % at 10 µM; 220,000 compounds, 0.33% hits; AID 1415; in the data active = binding response below about 49% or above about 150%; inactive = in between;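 also: fluorescent Galphao activated with aluminum fluoride binding bead-coupled RGS4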
Bcl-XL Bim block – inhibitors of Bim-Bcl-XL interaction, human; inhibition, % at 10 µM; Bim peptide-Bcl-XL binding, bead flow cytometry, fluorescence; 190,000 compounds, 0.04% hits
Bfl-1 Bim block – inhibitors of Bim-Bfl-1 interaction, human; Q16548; Bead-based flow cytometry, Bim-Bfl-1 binding inhibition; inhibition, % at 10 µM; 190,000 compounds, 0.12% hits;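 also: 0% = wells without compound plus tracer and 100% = blocker peptide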
Bim-Bcl-2 – human Bim-Bcl-2 interaction inhibition; P10415; Bead-based flow cytometry, Bim peptide-Bcl-2 binding; inhibition, % at 10 µM; 190,000 compounds, 0.06% hits; AID 950; in the data active = inhibition above about 40%; inconclusive = no clear call, values can overlap the other calls;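 also: 0% = no compound wells with probe peptide and 100% = reference peptide inhibitor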
Bcl-B Bim block – inhibitors of Bim-Bcl-B interaction, human. inhibition, % at 10 µM. Q9HD36. bead-based flow cytometry, Bim peptide-Bcl-B binding. 190,000 compounds, 0.073% hits. AID 951;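 also: 0% = tracer peptide without compound and 100% = reference inhibitor peptide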
Target sequence (Q9HD36 whole entry, looked up): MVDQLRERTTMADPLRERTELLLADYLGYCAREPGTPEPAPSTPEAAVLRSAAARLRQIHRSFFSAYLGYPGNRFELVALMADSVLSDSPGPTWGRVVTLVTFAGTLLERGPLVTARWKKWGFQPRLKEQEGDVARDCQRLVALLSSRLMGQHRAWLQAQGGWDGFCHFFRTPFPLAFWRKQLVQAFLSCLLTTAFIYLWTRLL
Active calls of the source: *; u = inconclusive. Rule as the data show it, unless noted: active = inhibition above about 40%.

Each structure is followed by: Bim-Bcl-W, RGS8-Gao reg, Mcl-1 Bim block, Mcl1 Bid PPI, GSH fluor, RGS7-Gao reg, RGS4-Gao reg, Bcl-XL Bim block, Bfl-1 Bim block, Bim-Bcl-2, Bcl-B Bim block
(1) CCC(CC)C(=O)NCc1cccnc1
→ 0, 98, 2, -18, 14, u, 100, 2, -2, -2, 0
(2) O=C(Nc1nc2ccccc2[nH]1)c1ccccc1F
→ -3, 102, -4, -46, 32, 101, 103, -12, -23, -12, -9
(3) O=C(/C=C/c1ccco1)Nc1ccc2nn(-c3ccccc3)nc2c1
→ -5, 97, -5, -46, 16, 88, 92, -5, -9, -1, -11
(4) CCC(CC)C(=O)NCCNC(=O)C(CC)CC
→ 0, 104, 0, -27, 37, 100, 102, -6, -14, -7, -6
(5) CCOc1cc(/C=C(\C#N)C(N)=O)ccc1OS(=O)(=O)c1ccccc1
→ -2, 100, -3, 13, 6, 99, 99, 0, -1, -1, -4
(6) Cc1cccc(OCCOCCSc2ncccn2)c1
→ 0, 100, -2, -14, 27, 104, 99, -2, -11, -9, -7
(7) CC1CCCCN1CCNC(=O)CC1Oc2ccccc2NC1=O (configuration not stated)
→ -1, 101, -1, -19, 25, 104, 102, 0, -7, -6, -5
(8) O=C(CSc1nc(N2CCCCC2)nc(N2CCCCC2)n1)N1CCN(c2ccccc2)CC1
→ -2, 102, -3, -15, 63, 100, 101, -5, 0, -3, -2
(9) CC1SCCN1S(=O)(=O)c1ccc2ccccc2c1 (configuration not stated)
→ -2, 106, -2, -5, 15, 111, 105, -6, 2, -3, -2
(10) Clc1ccc(-c2nc(/C=N/N3CCOCC3)c3ccccn23)cc1
→ -1, 98, -3, -27, 9, u, 100, -1, -7, -2, -7

Continuation.
Each structure is followed by: Bim-Bcl-W, RGS8-Gao reg, Mcl-1 Bim block, Mcl1 Bid PPI, GSH fluor, RGS7-Gao reg, RGS4-Gao reg, Bcl-XL Bim block, Bfl-1 Bim block, Bim-Bcl-2, Bcl-B Bim block
(11) CCCc1nnc(NC(=O)CCC(=O)NCc2ccccc2OC)s1
→ -2, 101, -2, -13, 19, 97, 99, -1, -3, -3, -2
(12) Cc1cn(C(=O)CN2C(=O)c3ccccc3C2=O)c(C)n1
→ -1, 104, -3, 14, 31, 103, 105, -2, -3, 0, 0
(13) N#CC1=C(N)N(c2ccccc2)C2=C(C(=O)CCC2)C1c1cccs1 (configuration not stated)
→ 3, 95, -1, -82, 18, 103, 99, -3, 3, -1, -3
(14) COc1cc(/C=N/NC(=O)c2cccnc2)ccc1OCC(=O)Nc1ccc(C)cc1
→ -1, 97, -2, -101, 9, 96, 96, -6, -21, -12, -5
(15) O=C(Cc1ccccc1)Nc1ccc(N2CCCCC2)cc1
→ -2, 101, 0, -26, 12, 100, 99, 0, -3, -2, -2
(16) COc1ccc2cc(-c3[nH]ncc3CN3CCCC3c3nonc3C)ccc2c1 (configuration not stated)
→ -3, 102, -2, 1, 56, 102, 102, -6, -13, -9, -5
(17) CN1CCN(C(=O)C2=C[C@H](C(C)(C)C)C[C@H](OCCCCO)O2)CC1
→ -2, 105, 1, -8, 22, 111, 104, -3, 0, -3, 0
(18) CCCCNC(=O)c1ccc(S(=O)(=O)c2ccc(Cl)cc2)c(NC(C)=O)c1
→ 0, 99, -1, -7, 39, 103, 103, 1, -5, -3, -10
(19) CCn1c(SCC(=O)Nc2ccc(Cl)cc2)nc2nc3c(cc2c1=O)CCCC3
→ -6, 103, -8, -11, 16, 103, 102, -1, -12, -10, -1
(20) COCCSc1ccccc1C(=O)Nc1ccncc1
→ 0, 101, -7, -2, 17, 97, 101, 0, 0, 1, -4

Following part:
Each structure is followed by: Bim-Bcl-W, RGS8-Gao reg, Mcl-1 Bim block, Mcl1 Bid PPI, GSH fluor, RGS7-Gao reg, RGS4-Gao reg, Bcl-XL Bim block, Bfl-1 Bim block, Bim-Bcl-2, Bcl-B Bim block
(21) CCOc1ccc(Nc2nc(Cc3nnc(SCC(N)=O)o3)cs2)cc1
→ -1, 98, -1, -32, 36, 104, 99, -5, -2, -5, -3
(22) Cc1ccc(/C=C2/SC(=S)N(CCCC(=O)Nc3ccc(O)cc3)C2=O)cc1
→ 1, 104, 0, 14, 18, 105, 104, -5, -3, -5, -3
(23) O=C(CN(CCN1CCOCC1)C(=O)Cn1nnc(-c2ccc(F)cc2)n1)NC1CCCCC1
→ -2, 102, -6, -6, 14, 97, 106, -9, -12, -11, -13
(24) O=C(NCCN1CCOCC1)c1ccc2c(c1)N(Cc1c(F)cccc1Cl)C(=O)c1ccccc1S2
→ -4, 103, -9, -1, 12, 101, 102, -4, 1, -2, -4
(25) O=C1CN(C(=O)c2ccccn2)c2ccccc2N1
→ 4, 101, 25, -28, 229*, 97, 106, 6, 5, 5, 3
(26) O=c1cc(CSc2ccc(S(=O)(=O)N3CCCCC3)cn2)nc2sccn12
→ -2, 106, -2, -23, 24, 102, 107, -1, -6, -9, -11
(27) COc1ccc(/C=C/c2nc(C)c(-c3ccccc3)c(=O)[nH]2)cc1OC
→ -3, 107, -7, -8, 18, 107, 105, -5, 4, -2, 0
(28) CCOc1ccc(N=C2NC(=O)S/C2=C\c2ccc(N(C)C)cc2)cc1
→ 2, 100, 2, -75, 16, 100, 104, 1, 1, 0, 0
(29) C=CCn1c(N)c(C(=O)OCC(C)C)c2nc3ccccc3nc21
→ 0, 99, 0, 28, 15, 93, 95, 0, 0, -4, 0
(30) COc1ccc(/C=N/NC(=O)COc2ccc3ccccc3c2)c(C(=O)O)c1OC
→ -2, 101, -8, 5, 9, 99, 95, -6, -11, -5, -4

(further entries)
Each structure is followed by: Bim-Bcl-W, RGS8-Gao reg, Mcl-1 Bim block, Mcl1 Bid PPI, GSH fluor, RGS7-Gao reg, RGS4-Gao reg, Bcl-XL Bim block, Bfl-1 Bim block, Bim-Bcl-2, Bcl-B Bim block
(31) COc1c(C)cc(C(=O)C2CCCN(C(=O)c3ccoc3)C2)cc1C (configuration not stated)
→ -6, 101, -4, -20, 14, 93, 100, -10, -6, -4, -9
(32) Cc1cccc(OCC(=O)Nc2nnc(-c3ccco3)s2)c1
→ -2, 105, -1, -40, 14, 105, 104, -5, -3, -1, -4
(33) Cc1cccc(NC(=O)CSc2nnc(-c3ccncc3)n2C)c1
→ -3, 92, -3, -2, 36, 92, 88, 3, 0, 0, -3
(34) Nc1c(-c2ccccc2)c(CSc2nc3ccccc3[nH]2)nn1-c1cccc(Cl)c1
→ 0, 102, -1, -51, 6, 92, 93, -3, 2, 3, -4
(35) O=C(CNc1ccc(Br)cc1)NNC1=NCCC1
→ -5, 102, -10, -12, 24, 104, 101, -10, -3, -9, -10
(36) Cc1ccc(C(O)c2nccn2C)o1 (configuration not stated)
→ -1, 109, -4, -23, 26, 102, 104, -4, -8, -4, 2
(37) CCc1ccc(C2C3=C(CCCC3=O)OC3=C2C(=O)CCC3)cc1
→ -1, 102, -1, 5, 22, 105, 105, -5, 0, -1, -5
(38) O=C1c2ccccc2C(Nc2cccnc2)N1Cc1ccc2c(c1)OCO2 (configuration not stated)
→ 0, 103, -2, -7, 19, 102, 102, 0, -1, -4, 0
(39) Cc1ccc(C)c2c1cc(C)c1nnc(SCC(=O)NCc3ccc4c(c3)OCO4)n12
→ 2, 102, 0, -8, 27, 98, 101, 0, 0, 0, -1
(40) O=C(O)c1ccc(CN2CCCCC2)o1
→ -4, 104, -3, 15, 24, 101, 104, -10, -18, -14, -10

The listing continues:
Each structure is followed by: Bim-Bcl-W, RGS8-Gao reg, Mcl-1 Bim block, Mcl1 Bid PPI, GSH fluor, RGS7-Gao reg, RGS4-Gao reg, Bcl-XL Bim block, Bfl-1 Bim block, Bim-Bcl-2, Bcl-B Bim block
(41) NC(=O)c1nn(-c2ccc(Cl)cc2Cl)c(=O)cc1O
→ -1, 99, -1, -29, 14, 100, 102, -2, -5, 0, -5
(42) C/C(=C\c1ccco1)CN1CCN(Cc2ccc(C)o2)C(CCO)C1 (configuration not stated)
→ 0, 102, 0, -71, 12, u, 104, -1, -3, 0, -1
(43) Cc1ccc2n(n1)c(=O)c(Cc1ccccc1)c([O-])[n+]2-c1ccccc1
→ 1, 101, -1, -12, 12, 101, 104, -6, -14, -8, -6
(44) CCN(Cc1ccncc1)C(=O)c1ccccc1NS(=O)(=O)c1ccc(F)cc1
→ -3, 101, -4, 8, 70, 100, 97, -3, -1, 0, -3
(45) Cc1nn(C)c(C)c1S(=O)(=O)N(CC(=O)NCCCOC(C)C)c1ccc(C(C)C)cc1
→ -5, 101, -4, 10, 16, 100, 101, -8, -9, -9, -6
(46) C=CCn1c(SCc2ccc(C(=O)Nc3ccccc3)cc2)nnc1-c1ccccc1
→ -3, 102, -7, -1, 21, 100, 99, -3, 0, 0, 0
(47) COc1ccc(-c2cc(C(=O)O)c3c(C)nn(-c4ccccn4)c3n2)cc1
→ 0, 101, 5, 6, 11, 99, 99, -4, 0, 4, -3
(48) COc1cc(/C=C2/C(=O)NN(c3cccc(C)c3)C2=O)ccc1OC(=O)c1ccco1
→ 0, 98, -2, 7, 11, 96, 94, -2, 4, 5, 7
(49) O=C(N1CCOCC1)N1CCN(C(c2ccccc2)c2ccccc2)CC1
→ 0, 100, -3, -12, 21, 100, 99, -1, -1, -2, -1
(50) Cn1c(N)c(C(=O)COC(=O)CN2C(=O)c3ccccc3C2=O)c(=O)n(C)c1=O
→ 0, 100, -4, -3, 15, 109, 104, -3, -2, -5, -6

More records.
Each structure is followed by: Bim-Bcl-W, RGS8-Gao reg, Mcl-1 Bim block, Mcl1 Bid PPI, GSH fluor, RGS7-Gao reg, RGS4-Gao reg, Bcl-XL Bim block, Bfl-1 Bim block, Bim-Bcl-2, Bcl-B Bim block
(51) COc1ccccc1-c1nnc(NC(=O)c2cccc(N3C(=O)CCC3=O)c2)o1
→ 0, 99, 0, -29, 6, 99, 95, -2, 3, -1, -1
(52) Cc1ccc(S(=O)(=O)NNC(=O)CCCCC(=O)NNS(=O)(=O)c2ccc(C)cc2)cc1
→ 0, 99, -2, -14, 12, 100, 103, 0, -3, 0, 0
(53) C[C@@H]1CC[C@@]2(O[C@H](CCO)C[C@@H](O)[C@@H]2O)O1
→ 0, 100, -3, -13, 19, 101, 103, -2, 0, 2, -2
(54) O=C(Cc1cn2ccsc2n1)OCc1ccccc1
→ 0, 94, -1, -29, 19, 90, 97, -7, -10, -7, -7
(55) O=C(COc1ccccc1)NC1CCS(=O)(=O)C1 (configuration not stated)
→ 1, 99, 1, -28, 11, 91, 97, -2, -4, 1, -3
(56) CCOC(=O)C1=NOC(C(=O)NN(C)c2ncc(C(F)(F)F)cc2Cl)C1 (configuration not stated)
→ -8, 100, -5, 4, 68, 98, 99, -4, 0, -1, -2
(57) COCCCN1C(=O)C(=O)/C(=C(/O)c2ccccc2)C1c1ccc(N(C)C)cc1 (configuration not stated)
→ 0, 95, 0, 7, 15, 97, 97, 1, 1, 0, 5
(58) COC(=O)CC1=NN(c2nc3ccccc3s2)C(=O)/C1=C/N(C)C
→ -2, 101, 0, 1, 21, 101, 101, -3, -3, -1, -4
(59) Cn1c(=O)n(Cc2ccccc2Cl)c2ccccc21
→ -2, 106, -2, -32, 14, 113, 105, -3, -11, -7, -6
